CAL PDZ FP-1: inhibitors of human CAL PDZ peptide binding. Q9HD26. purified CAL PDZ, TMR-peptide fluorescence polarization, 1 h. inhibition, % at 20 µM. actives 0.02% (n = 330,000). AID 504414;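 active = highest replicate inhibition of at least 40%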;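 note: plate controls were DMSO neutral control wells for no effect and unlabeled competitor peptide control wells for full effect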
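material = purified tagged CAL PDZ domain construct (CerCALP) | buffer or medium = sodium phosphate/NaCl buffer pH 7.4 with TCEP, IgG, Thesit | reagent = TMR-labelled reporter peptide T*-PRC34 bound in PDZ groove | incubation = 1 h room-temperature incubation prior to read | measured by = fluorescence polarization (mP) | evaluation = percent inhibition from loss of millipolarization | control set = unlabelled peptide and DMSO controls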
dFosB act: activators of mouse delta FosB homodimer. actives 0.99% (n = 340,000). purified delta FosB, TAMRA-CDK5 oligo fluorescence polarization; percent of positive-control signal above neutral wells. activation, % at 25 µM. AID 493131. P13346;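 active = mean activation above about 17%, with every replicate also reaching it, limit read from the data, passing the limit was not always enough; inconclusive = only one of the two conditions met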;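 note: fluorescence polarization rise as delta FosB binds a TAMRA Cdk5 AP-1 oligo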
MITF TRPM1 HTS: increases MITF-driven TRPM1 promoter luciferase signal; SK-MEL-5 TRPM1-promoter luciferase, 24 h; % of positive control, neutral wells = 0; activation, % at 12.5 µM; actives 0.75% (n = 300,000);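 active = mean activation of at least 80% with every replicate also reaching 80%; inconclusive = mean reaches 80% but some replicate falls short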;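 note: 0% = neutral control wells and 100% = parthenolide positive control wells; values of inactives mirror those of a sister screen read the other way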
Wnt bcat act: Wnt/beta-catenin pathway activation. Wnt/beta-catenin reporter cell assay, activator, plate reader. activation, % at 9.35 µM. actives 1.2% (n = 300,000); in the data active = activation above about 30%, passing the limit was not always enough; inconclusive = no clear call, values can overlap the other calls;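 note: 0% = neutral control wells and 100% = positive control wells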
CAL PDZ FP-2: CAL PDZ (human) peptide binding inhibition; Q9HD26; purified CAL PDZ, TMR-peptide fluorescence polarization, 1 h; inhibition, % at 24.9 µM; actives 0.92% (n = 300,000); AID 602252;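 active = mean inhibition of at least 30% with at least half of replicates also reaching 30%; inconclusive = no clear call, values can overlap the other calls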;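 note: 0% = DMSO neutral control and 100% = excess unlabeled competitor peptide PRC23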
Tat export inh: blocks Tat-dependent protein export in E. coli; E. coli MC4100 TorA-mCherry Tat export, fluorescence; inhibition, % at 10 µM; actives 0.036% (n = 340,000);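 active = mean replicate inhibition at least 50% and at least half of replicates individually reaching 50%; inconclusive = only one of the two criteria met; inactive = neither criterion met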;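 note: exported cargo escapes ClpAP degradation while cytoplasmic cargo is degraded and loses fluorescence; 0% = median of neutral control wells and 100% = median of NaSCN control wells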
Rtt109 HAT inh: inhibitors of Candida albicans Rtt109/Vps75 histone acetyltransferase. purified Rtt109/Vps75, ThioGlo CoA-SH fluorescence, 4 h. inhibition, % at 34.9 µM. actives 0.16% (n = 330,000);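 active = inhibition of at least 50% in every replicate; inconclusive = best replicate reaches 50% inhibition but some replicates fall short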
Target sequence (Q5AAJ8 whole entry, looked up): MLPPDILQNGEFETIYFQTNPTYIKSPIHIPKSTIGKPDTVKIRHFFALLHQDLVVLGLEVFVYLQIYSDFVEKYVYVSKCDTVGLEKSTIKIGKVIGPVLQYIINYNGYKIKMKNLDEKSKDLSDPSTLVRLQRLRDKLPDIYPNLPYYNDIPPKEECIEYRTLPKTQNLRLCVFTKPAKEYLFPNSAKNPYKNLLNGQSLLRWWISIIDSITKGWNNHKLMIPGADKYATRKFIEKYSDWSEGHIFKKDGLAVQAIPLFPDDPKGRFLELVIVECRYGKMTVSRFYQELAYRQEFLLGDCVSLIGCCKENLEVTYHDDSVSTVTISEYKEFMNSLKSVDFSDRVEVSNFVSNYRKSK
RTF Ca sens act: cardiac RTF calcium sensitization. P19429+P45379. IANBD-labeled TnC RTF fluorescence at EC20 calcium; 0% EC20 calcium, 100% full calcium. activation, % at 7.2 µM. actives 0.24% (n = 340,000);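 active = activation above the mean over all tested compounds plus 3 SD, cut at about 30% in these data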;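 note: rise in fluorescence read as greater calcium sensitivity of cardiac thin filaments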
CDK5 inh: CDK5/p35 (human) kinase inhibition | Q00535+Q15078 | AID 488839 | inhibition, % at 10 µM | actives 0.01% (n = 330,000) | Recombinant CDK5/p35, ADP-Glo luminescence, 60 min;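 active = highest replicate inhibition of at least 50% and at least 75% of replicates reaching 50%; inconclusive = only one of the two criteria met; inactive = both criteria failed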;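 note: plate controls were DMSO neutral control for no effect and GW8510 at 10 µM for full effect; many of its hits are not listed in these tables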
Target sequence (Q00535 whole entry, looked up): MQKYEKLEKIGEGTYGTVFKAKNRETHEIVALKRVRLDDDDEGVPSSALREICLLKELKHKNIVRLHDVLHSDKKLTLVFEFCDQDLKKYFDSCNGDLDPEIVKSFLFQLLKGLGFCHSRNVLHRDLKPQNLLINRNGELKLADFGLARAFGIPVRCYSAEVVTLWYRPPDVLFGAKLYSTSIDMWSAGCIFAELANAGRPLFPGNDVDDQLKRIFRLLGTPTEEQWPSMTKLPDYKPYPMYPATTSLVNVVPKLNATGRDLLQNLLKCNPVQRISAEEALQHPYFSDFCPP
Target sequence (Q15078 whole entry, looked up): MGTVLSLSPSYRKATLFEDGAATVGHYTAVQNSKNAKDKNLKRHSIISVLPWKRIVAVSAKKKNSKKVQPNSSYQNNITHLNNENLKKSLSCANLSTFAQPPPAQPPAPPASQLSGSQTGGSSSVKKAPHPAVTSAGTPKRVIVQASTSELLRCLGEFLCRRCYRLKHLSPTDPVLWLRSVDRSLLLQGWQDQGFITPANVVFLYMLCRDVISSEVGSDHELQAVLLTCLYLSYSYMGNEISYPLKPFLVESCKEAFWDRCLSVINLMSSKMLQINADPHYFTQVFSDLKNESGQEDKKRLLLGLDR
V-ATPase pH: regulators of yeast V-ATPase proton transport; S. cerevisiae, pHLuorin cytosolic pH fluorescence; response, % at 10 µM; actives 0.37% (n = 350,000); in the data active = response mostly above about 7.3%, no sharp cut-off; inactive = mostly below about 5.4%; note: actives read high; inactives centre near 0; some compounds called inactive have numbers as strong as hits
The depositor's hits bear a star; u = inconclusive; x = not tested or not shown.

SMILES	CAL PDZ FP-1	dFosB act	MITF TRPM1 HTS	Wnt bcat act	CAL PDZ FP-2	Tat export inh	Rtt109 HAT inh	RTF Ca sens act	CDK5 inh	V-ATPase pH
O=C(c1ccc(=O)n(Cc2ccccc2)n1)N1CCN(C/C=C/c2ccccc2)CC1	1.3	-6	-1	-7	0	0	10	-2	1.7	0
O=C(O)c1ccccc1NS(=O)(=O)c1ccc2c(c1)OCCO2	-1.6	-13	-8	0	-6	-1	4	4	-0.3	-1
Cc1cccc(CNC(=O)c2ccc3nc(Cc4ccccc4F)oc3c2)n1	-3.7	-2	u	23	-2	-1	0	1	-1.8	-5
Cc1ccccc1NC(=O)COc1ccc(Br)cc1C	-1.3	-10	2	x	x	8	-11	5	0.4	0
CN(Cc1ccccc1)S(=O)(=O)c1ccc(OCC(=O)Nc2cccc([N+](=O)[O-])c2)cc1	-0.7	-7	-3	-1	-4	1	2	-3	x	-1
Cc1cc(NC(C)c2ccccc2)n2ncc(-c3ccccc3)c2n1 (configuration not stated)	0.0	-4	122*	27	-4	4	9	-6	-0.7	-1
Nc1ccccc1SCC1CSc2nc3ccccc3c(=O)n21 (configuration not stated)	-1.3	-1	-3	2	x	5	-15	-3	-6.0	0
COc1ccc(Nc2oc(-c3ccccc3F)nc2C#N)cc1	1.6	-4	u	13	-3	-6	-19	-2	-0.3	3
CC(=O)N1CCN(Cc2nc3cc(NC(=O)COc4ccccc4)ccc3n2C)CC1	-0.8	0	-8	-1	-1	0	-5	-2	2.8	0
COc1ccc(OC)c(S(=O)(=O)N2CCC(C(=O)Nc3cccc(C(F)(F)F)c3)CC2)c1	x	-11	-19	-3	9	0	-16	0	-0.5	5
O=c1cc(Cl)c(-c2ccccc2)nn1Cc1ccc(Cl)cc1	-2.5	-10	4	1	0	8	-14	4	0.1	3
O=C1C2(c3ccccc3)CN(CCO)CC1(c1ccccc1)CN(CCO)C2	0.6	5	x	x	x	6	-3	-2	-0.5	3
CN1/C(=C/C(=O)c2cccs2)Sc2ccccc21	-1.9	-2	-4	x	x	-5	0	1	2.4	0
CCOC(=O)c1ccc(N2C(=O)CC(N(Cc3ccc4c(c3)OCO4)C(=O)Nc3ccccc3)C2=O)cc1 (configuration not stated)	-0.6	-5	12	-3	-8	6	27	-4	-0.2	5
c1coc(-c2nc3nc4ccccc4nc3n2-c2ccc3c(c2)OCCO3)c1	-0.1	-19	13	0	-1	0	19	-6	0.2	1
CNc1oc(-c2ccc(C)cc2)nc1P(=O)(c1ccccc1)c1ccccc1	-1.3	-2	x	x	-2	27	3	1	0.4	-2
COC(=O)C1=NN(c2ccc(C)cc2)C2(S1)SC(C(C)=O)=C(C)N2c1ccccc1 (configuration not stated)	0.0	-12	-9	5	0	0	-1	-1	2.2	-4
NS(=O)(=O)c1ccc(NC(=S)NC2CCCCCC2)cc1	-0.6	-1	17	x	0	-6	-5	3	0.7	16
COCCN(C(=O)COC(=O)c1ccc(-c2ccccc2)cc1)c1c(N)n(Cc2ccccc2)c(=O)[nH]c1=O	-1.3	-4	11	-1	-7	-2	-3	2	0.6	-2
CC(C)CCNC(=O)Cc1csc(-c2ccccc2)n1	0.7	-13	2	1	-3	1	1	9	-3.0	3
N#CC1(Nc2ccc(C(=O)O)cc2)CCCC1	-2.6	0	-3	-3	0	-6	1	6	-1.1	-2
CCOC(=O)C(C)Sc1nnc(NC(=O)c2ccc(C)c([N+](=O)[O-])c2)s1 (configuration not stated)	-2.3	-3	-10	x	-2	-1	-2	0	-1.2	-5
CC(C)(C)OC(=O)NCCCC[C@H](NC(=O)c1nc[nH]c1C(=O)N1CCc2ccccc2C1)C(=O)OC(C)(C)C	0.5	-10	-13	-7	-2	4	1	-6	-0.5	2
Cc1cccc(N2C(=O)C3C4CC(=O)C(c5ccccc54)C3C2=O)c1C (configuration not stated)	-2.4	-3	6	x	-4	0	x	-1	0.5	2
CCOc1cc(Br)c(C(=O)O)cc1OC	x	-3	2	x	-5	-7	1	-3	-1.5	5
Next section.
SMILES	CAL PDZ FP-1	dFosB act	MITF TRPM1 HTS	Wnt bcat act	CAL PDZ FP-2	Tat export inh	Rtt109 HAT inh	RTF Ca sens act	CDK5 inh	V-ATPase pH
Cc1cc(NC(=O)CSc2nc(C(C)C)nc3c2c(=O)n(C)c(=O)n3C)no1	-0.7	-1	-4	0	x	0	-8	0	0.3	-3
Cc1cc(C)n2nc(SCC(=O)NCc3ccco3)nc2n1	-0.1	-1	-17	x	x	5	-6	6	0.4	2
CCOC(=O)c1ccc(S(=O)(=O)N2CCC(C(=O)NCC3CCCCC3)CC2)cc1	0.5	3	10	1	5	8	-4	5	0.2	-4
Cc1ccc(/C=N/NC(=O)CCCOc2ccc(Cl)cc2Cl)cc1[N+](=O)[O-]	-1.2	8	7	-1	-3	-2	4	-2	1.0	0
O=C(Nc1ccccc1)C(=O)c1c[nH]c2ccccc12	-0.6	1	x	u	-3	-2	1	-1	1.1	-1
CCOC(=O)/C(C#N)=C/c1cn(CCC(=O)O)nc1-c1ccc(Cl)cc1	-3.6	-2	6	-1	-4	-4	-23	-3	-1.1	-2
O=C(CC1SC(=O)N(Cc2ccc(Cl)cc2)C1=O)Nc1nccs1 (configuration not stated)	-2.3	8	-16	-1	0	5	10	9	0.4	0
CCN1C(=O)CC(N2CCC(c3nc4ccccc4[nH]3)CC2)C1=O (configuration not stated)	0.8	1	-1	-1	1	-5	8	4	-0.1	0
O=C(c1ccccc1C(=O)N1CCN(c2ccccc2)CC1)N1CCN(c2ccccc2)CC1	x	2	x	x	-3	-4	-8	32*	0.0	2
COCCNC(=O)CN1C(=O)NC(c2ccccc2)(c2ccccc2)C1=O	-2.3	-5	-8	-1	-3	6	x	-2	5.7	-78
O=C(NCc1cccnc1)Nc1cccc(NC(=O)NCc2cccnc2)c1	-2.7	2	-17	-3	-7	1	1	-5	1.5	-1
CCOC(=O)N1CCC(Nc2c(NCCN3CCN(Cc4ccccc4)CC3)c(=O)c2=O)CC1	-6.0	-13	0	-1	3	7	4	2	0.8	14*
CCOc1ccc(C(=O)C(c2ccccc2)N2CCOCC2)cc1 (configuration not stated)	x	-5	9	x	-6	2	-24	-6	2.0	6
CCOC(=O)c1cccc(NC(=O)N2CCOCC2)c1	-1.2	-6	-2	5	2	-15	-2	6	1.5	-1
CC(=O)Oc1ccc(C(=O)Nc2cccnc2)cc1	0.7	-10	3	0	x	-6	-10	4	0.4	1
O=C(Nc1nccs1)c1sc2ccccc2c1Cl	-0.7	-11	-2	x	1	-3	8	-4	0.9	1
COc1ccc(-c2noc(-c3cccc(Cl)c3)n2)cc1OC	0.1	3	u	11	-1	-7	0	4	1.2	1
CCN(CCCNC(=O)C1CCC(=O)N1Cc1ccccc1Cl)c1cccc(C)c1 (configuration not stated)	-3.1	-12	15	x	x	18	-2	2	3.4	-2
CN(CC(=O)Nc1cc(S(=O)(=O)N2CCCCCC2)ccc1Cl)Cc1ccc2c(c1)OCO2	0.7	-7	x	-4	7	6	2	0	0.5	-1
CC(=O)Nc1ccc2c(c1)OCCO2	x	-3	3	x	-3	-4	-1	0	-0.4	1
Fc1ccc(Nc2nnc(C(F)(F)F)s2)cc1Cl	0.5	0	x	-9	-5	-17	6	0	0.0	-3
CC(=O)C1=C(C)NC(SCC(N)=O)=C(C#N)C1c1cccnc1 (configuration not stated)	0.0	-4	8	x	-1	12	7	4	-0.4	-1
O=[N+]([O-])c1ccccc1S(=O)(=O)N/C(=N/S(=O)(=O)c1ccccc1)c1ccccc1	0.1	-1	-8	-5	-3	4	3	-2	0.5	-4
O=c1oc(C2(O)CCCCC2)cc2ccc(Br)cc12	0.4	-5	5	-4	-3	-11	-6	-1	0.1	1
Cc1ccc(C(=O)Nc2nnc(-c3ccco3)o2)cc1	-0.2	1	20	7	1	-7	3	6	0.7	0
Going on with the list.
SMILES	CAL PDZ FP-1	dFosB act	MITF TRPM1 HTS	Wnt bcat act	CAL PDZ FP-2	Tat export inh	Rtt109 HAT inh	RTF Ca sens act	CDK5 inh	V-ATPase pH
O=C(Nc1ccccc1Cl)c1ccccc1Cc1ccccc1	-0.8	1	-4	0	-1	1	-7	-5	-0.4	2
Cc1cc(=O)n2[nH]c(SCc3ccccc3)nc2n1	-1.5	-2	-2	x	-5	0	2	4	-1.5	-1
COc1ccc(C[C@@H]2OC3(C=CC(=O)C=C3)O[C@H]2Cc2ccc(OC)cc2)cc1	-0.2	-13	-100	x	4	0	-12	4	0.8	-4
C/C(=N\Nc1ccc(S(N)(=O)=O)cc1[N+](=O)[O-])c1ccc2c(c1)OCO2	-2.1	-2	17	1	1	-2	-3	4	2.3	0
Cc1ccccc1N(CC(=O)Nc1ccc(S(=O)(=O)N2CCOCC2)cc1)S(C)(=O)=O	-1.2	-12	-1	0	1	-1	-1	4	2.7	-2
NC(=O)c1ccsc1NC(=O)CSc1ncnc2sccc12	-2.8	3	12	1	3	-5	-6	-1	1.7	1
COc1ccc(CCNC(=O)CN2CCN(Cc3ccccc3F)C2=O)cc1OC	-1.6	0	-5	3	-1	2	1	2	-1.1	-2
CC(CC(=O)NCc1ccc(F)cc1)c1ccccc1 (configuration not stated)	0.1	3	-6	-1	-6	-3	-1	6	-0.6	0
COc1ccc(/C=C(/C#N)S(=O)(=O)c2ccc(C)cc2)cc1	-1.1	-12	x	-1	-2	-5	1	4	3.6	3
COc1ccc(Cl)cc1NC(=O)CN(C)C(=O)CN1C(=O)NC(C)(c2ccc3ccccc3c2)C1=O (configuration not stated)	0.3	-10	-4	-5	x	1	u	-6	-0.3	1
CCOc1ccc(Br)cc1S(=O)(=O)Nc1ccc(NC(=O)c2ccccc2F)cc1	-0.8	3	-8	x	-11	-3	2	-4	0.7	3
CCN1CCN(S(=O)(=O)Cc2ccccc2)CC1	0.8	-1	5	-1	-1	1	4	-7	1.2	2
CCCc1cc(C(=O)Nc2cccc(C(C)=O)c2)no1	1.7	-1	52	40*	-1	3	-7	0	0.1	-2
COc1cccc(CN2CCc3[nH]c(=S)[nH]c(=O)c3C2)c1	-2.1	6	-10	1	-7	0	-3	-4	1.1	0
Cc1cc(-c2nnc(SCC(=O)Nc3cccc(C)c3C)n2N)n[nH]1	-2.5	5	5	-1	-6	-5	-1	2	-2.5	3
CCOC(=O)COc1ccc2c(c1)C(=O)CC1(CCCCC1)O2	-0.6	-4	0	x	-2	3	-295	1	0.3	1
NCCc1nnc(SCC(=O)c2ccc(Cl)cc2)o1	0.1	3	7	0	x	-13	-9	-3	1.3	6
CCOC(=O)c1ccc(NS(=O)(=O)c2ccc(SC)cc2)cc1	-1.4	-9	x	-1	-7	12	2	-1	1.8	-2
COc1cc2oc(=O)cc(-c3ccc(-c4ccc(C#N)cc4)cc3)c2c(OC)c1OC	-0.3	2	3	0	-2	20	-12	-2	3.9	-1
CCCCn1c(N)c(N(CCOC)C(=O)C2CCCN(C(=O)c3ccc(Cl)cc3)C2)c(=O)[nH]c1=O (configuration not stated)	-0.2	3	2	1	x	-1	-1	-3	-2.6	0

Source: PubChem BioAssay
